Bioassay records (PubChem)
12-LOX inh – blocks human arachidonate 12S-lipoxygenase. P18054. purified 12hLO, xylenol orange hydroperoxide absorbance. Potency, µM (doses to about 108 µM), for inactives: at the top dose activity change, negative = inhibition, hits mostly inhibitors. 580,000 compounds, 1.1% hits. AID 1671190; further: potency means the concentration at half of the fitted maximal effect; on the % scale 0 is the no-effect control and ±100 the full control effect
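Purified human 12hLO (150 nM final) in 25 mM Hepes, 0.01% Triton X-100, pH 7.0 was preincubated 15 min at room temperature with compound. Then 40 uM arachidonic acid was added, 30 min. Hydroperoxide was read by Fe-XO absorbance ratio 573/405 nm.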
POLH inh – blocks human DNA polymerase eta activity; AID 588591; Q9Y253; 390,000 compounds, 1.2% hits; recombinant Pol eta, fluorescent DNA replication assay; Potency, µM (doses to about 114 µM), inactives show at the top dose activity change, negative = inhibition, most hits filed as inhibitors; further: potency means the concentration at half of the fitted maximal effect; on the % scale 0 is the no-effect control and ±100 the full control effect
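Fluorescent replication assay: 50 nM final substrate added after a 15 min room-temperature compound preincubation with 10 nM enzyme. Signal taken at 0 min and again at 10 min.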
POLB inh – DNA polymerase beta (human) inhibition. P06746. Pol beta primer extension/strand displacement, fluorescence kinetic. Potency, µM (doses to about 114 µM), inactives show top-dose activity change, negative = inhibition, most hits filed as inhibitors. 340,000 compounds, 1.3% hits; further: potency means the concentration at half of the fitted maximal effect; on the % scale 0 is the no-effect control and ±100 the full control effect
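Curves were derived by four-parameter Hill fits of normalized qHTS data. The kinetic fluorescent primer-extension read was taken at 0 and 10 min after 50 nM substrate, following a 15 min room-temperature preincubation of 10 nM enzyme with compounds.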
POLK inh – DNA polymerase kappa (human) inhibition | Potency, µM (titrated, usually from 107 µM), for inactives: at the top dose activity, negative = inhibition, usual class: inhibitors | Q9UBT6 | purified Pol kappa, fluorescent DNA synthesis assay, 10 min | 400,000 compounds, 0.53% hits; further: potency means the concentration at half of the fitted maximal effect; on the % scale 0 is the no-effect control and ±100 the full control effect
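Readout: fluorescence, taken kinetically at 0 and 10 min. Conditions: 10 nM Pol kappa, 15 min RT compound preincubation, 50 nM substrate final. Controls: enzyme-free buffer wells.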
Apoferritin bind – candidate novel general anesthetic via apoferritin binding | 350,000 compounds, 0.074% hits | Potency, µM (doses to about 77.5 µM), for the others: top-dose activity change, negative = displacement, most hits filed as inhibitors | AID 485281 | apoferritin/1-aminoanthracene competitive binding, fluorescence; further: potency means the concentration at half of the fitted maximal effect; on the % scale 0 is the no-effect control and ±100 the full control effect; nearly all actives have a fitted effect of over 20% in size
Target sequence (P02791 2-175 limits assumed): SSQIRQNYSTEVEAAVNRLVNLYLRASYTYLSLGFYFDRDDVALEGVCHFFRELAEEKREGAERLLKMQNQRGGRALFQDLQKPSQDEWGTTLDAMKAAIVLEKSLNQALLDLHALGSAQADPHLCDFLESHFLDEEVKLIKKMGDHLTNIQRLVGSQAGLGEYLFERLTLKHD
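Concentration-response curves derived by four-parameter Hill fitting of normalized fluorescence, where compounds displaced 1-AMA from 10 uM horse apoferritin following a brief 10 min room-temperature incubation; propofol titration acted as positive control.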
APE1 inh – inhibitors of human APE1 endonuclease; P27695; recombinant APE1, TAMRA/BHQ-2 abasic DNA cleavage fluorescence; Potency, µM (titrated, usually from 65.8 µM), inactives show at the top dose activity change, negative = inhibition, most hits filed as inhibitors; 350,000 compounds, 0.35% hits;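 further: potency means the concentration at half of the fitted maximal effect; plate controls were vehicle for no effect and reference inhibitor for full effect; nearly all actives have a fitted effect of over 55% in size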
Target sequence (P27695 whole entry, looked up): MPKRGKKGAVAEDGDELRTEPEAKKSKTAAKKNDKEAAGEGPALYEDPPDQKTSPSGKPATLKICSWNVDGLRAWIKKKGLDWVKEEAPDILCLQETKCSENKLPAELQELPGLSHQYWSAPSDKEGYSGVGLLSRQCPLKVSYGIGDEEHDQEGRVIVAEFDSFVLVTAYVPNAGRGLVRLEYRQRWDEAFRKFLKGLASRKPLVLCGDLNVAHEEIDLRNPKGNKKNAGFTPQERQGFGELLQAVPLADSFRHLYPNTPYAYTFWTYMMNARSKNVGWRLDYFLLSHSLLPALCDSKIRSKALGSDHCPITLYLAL
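Step 1: APE1 (0.75 nM) with compound, 15 min RT. Step 2: add 50 nM fluorophore/quencher THF duplex. Step 3: three fluorescence reads 60 s apart (525/598 nm); read 3 minus read 1 = reaction progress.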
LDHA inh – inhibitors of human lactate dehydrogenase A; AID 1347041; activity change, % (values are at about 110 or 230 µM); P00338; 480,000 compounds, 0.15% hits; purified LDHA, NADH/diaphorase-resazurin fluorescence; hits give low values; in the data active means activity change below about -30%; inconclusive means mostly about -25% to -30%;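 further: plate controls were DMSO wells for no effect and wells without enzyme for full effect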
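Resorufin fluorescence (ex540/em590), read at 0 and 20 min after diaphorase/resazurin addition, reports the NADH left after a 5 min room-temperature reaction of 2 nM human LDH5 with 0.06 mM NADH and 0.2 mM pyruvate.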
ERG Ets-DNA blk – blocks human ERG Ets domain binding to DNA | P11308 | fluorescence polarization, His-ERG Ets domain / labelled DNA | Potency, µM (top dose mostly 76.9 µM), for the others: at the highest dose FP activity, negative = inhibition, hits mostly inhibitors | 370,000 compounds, 0.028% hits; active means well fitted inhibition curve with a large enough effect in the polarisation, with a control signal flat; inconclusive means small, poorly fitted or top-dose-only effect, or effect the other way, or a change in a side signal; inactive means no such curve, though single readings can be large or run the other way; the % refers to the polarisation;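 further: polarization taken with two DNA probes labelled with fluorescein and Texas red; potency means the concentration at half of the fitted maximal effect; % of control where 0% means no effect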
Target sequence (P11308 whole entry, looked up, the tested form may be a part): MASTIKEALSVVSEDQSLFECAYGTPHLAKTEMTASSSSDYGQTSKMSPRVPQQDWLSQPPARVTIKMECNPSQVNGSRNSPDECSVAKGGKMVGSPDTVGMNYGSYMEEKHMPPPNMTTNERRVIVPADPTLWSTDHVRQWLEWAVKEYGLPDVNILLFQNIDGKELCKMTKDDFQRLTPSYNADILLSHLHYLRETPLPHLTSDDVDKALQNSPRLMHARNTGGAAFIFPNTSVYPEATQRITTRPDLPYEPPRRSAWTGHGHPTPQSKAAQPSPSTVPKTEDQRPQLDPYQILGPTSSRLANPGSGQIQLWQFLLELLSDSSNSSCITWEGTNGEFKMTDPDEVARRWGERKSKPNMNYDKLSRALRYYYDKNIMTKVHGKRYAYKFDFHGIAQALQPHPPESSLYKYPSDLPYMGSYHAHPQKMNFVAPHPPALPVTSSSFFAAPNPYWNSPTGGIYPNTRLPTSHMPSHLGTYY
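His-tagged ERG Ets domain (1 uM in the protein solution; 300mM KCl, 50mM Tris-HCl, 1mM EDTA, 1mM DTT, pH 7.5) received compound, then a probe mix of 5 nM fluorescein-DNA and 100nM Texas-615-DNA. Fluorescence polarization was read for both dyes.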
RGS4 inh – human RGS4 inhibition; P49798; AID 504845; Potency, µM (top dose mostly 114 µM), for inactives: top-dose activity change, negative = inhibition, hits mostly inhibitors; Transcreener GDP fluorescence polarization, RGS4-accelerated GTP hydrolysis; 390,000 compounds, 0.039% hits; further: potency means the concentration at half of the fitted maximal effect; on the % scale 0 is the no-effect control and ±100 the full control effect; nearly all actives have a fitted effect of over 75% in size; some results filed as inactive show a strong effect at the top dose
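MLSMR compounds (23 nl, pin-transferred) preincubated 10 min at room temperature with a 500nM (2x) first reagent, then RGS4 at 900nM (2x) plus Transcreener GDP mix added; fluorescence polarization (620/688 nm) read before and after 90 min at 30 °C.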
* hit, by the source's call; ? = inconclusive; nt = not tested or not shown; [ ] = another dose, or the depositor's remark. Unless noted, the call rests on the fitted dose curve; in most records, active means well fitted curve in the direction sought with a large enough effect; inconclusive means small, poorly fitted or top-dose-only effect, or another doubt; inactive means no such curve, though single readings can be large; an effect the other way counts as inactive or inconclusive. These rows are one share of the data. The share of hits here may be higher or lower than overall.

SMILES	12-LOX inh	POLH inh	POLB inh	POLK inh	Apoferritin bind	APE1 inh	LDHA inh	ERG Ets-DNA blk	RGS4 inh
CN1CCN(S(=O)(=O)c2cc([N+](=O)[O-])ccc2N2CCCCCC2)CC1	17.7%[57.4 µM]	-15.4%	30.7%	-10.0%	-13.8%	-0.5%	-6.0	-7.2%	10.9%[11.4 µM]
N/C(=N\OC(=O)Cc1cccs1)c1cccc([N+](=O)[O-])c1	-11.3%	-19.9%	-2.3%	-3.6%	-23.0%	-4.8%	-2.8	6.2%	-1.1%
CC(=O)Nc1ccc(-c2cc(-c3ccc(NC(C)=O)cc3)nc(-c3ccc(NC(C)=O)cc3)n2)cc1	-13.0%	-11.2%	39.8%	6.4%	0.7%	2.2%	-8.7	18.6%	1.2%
COC(=O)c1ccc(Cl)c(-c2ccc(/C=N/NC(=O)Nc3ccccc3)o2)c1	9.2%	-13.0%	-0.8%	-10.2%	0.9%	3.1%	0.2	-7.5%	-10.6%
Cc1ccc(C(C)(C)C)c(SCC(=O)Nc2nnc(C)s2)c1	-2.3%	2.0%	21.9%	-6.0%	-10.7%	21.8%	-3.6	-3.4%	19.4%
CCOc1cccc(NC(=O)CSc2sc3c(O)cc(=O)[nH]c3c2C#N)c1	-14.9%	-2.7%	-19.7%	4.5%	-0.6%	35.5%[activator]	0.6	-6.1%	-28.2%
Cc1ccc(S(=O)(=O)N2CCCC2=O)c(C)c1N(C)S(C)(=O)=O	?	-9.9%	0.1%	-0.1%	-2.9%	1.7%	-8.2	7.8%	-3.9%
Cc1ccc(NC(=O)CSCC(=O)N=c2sccn2C)cc1	-5.6%	-5.5%	nt	-9.6%	nt	0.7%	-4.2	6.2%	-5.3%
COc1ccc(S(=O)(=O)N2CCN(Cc3ccc4c(c3)OCO4)CC2)cc1	-5.0%	-7.2%	17.6%	-4.7%	4.6%	12.8%	-0.7	13.7%	8.8%
COc1ccc(S(=O)(=O)N2CCSCC2)cc1C(N)=O	28.6%	-5.1%	36.3%	-9.6%	0.2%	5.8%	-2.1	-3.0%	16.4%
O=[N+]([O-])c1cc(S(=O)(=O)C(F)(F)F)ccc1N1CCN(c2ccccc2)CC1	-2.5%	-4.9%	6.5%	-0.6%	-10.8%	11.1%	-0.6	15.7%	-9.5%
CN(C)C(=O)CCc1ccc2c3c([nH]c2c1)[C@]1(C)[C@@H](C(=O)N2CCOCC2)C[C@H](CC(=O)NCCN2CCOCC2)C(=O)N1CC3	2.0%	-7.0%	nt	0.9%	nt	17.1%	1.0	-6.4%	-18.4%
CC(=O)c1c(C)[nH]c(C(=O)Nc2cccc3ccccc23)c1C	?	-11.7%	12.4%	0.8%	4.6%	-5.0%[12.4 µM]	2.6	-21.7%	5.1%
CN1C(=O)/C(=C/c2cc3c(cc2Br)OCO3)NC1=S	-2.2%	-11.4%	-16.2%	6.9%	-4.1%	-3.7%	-0.7	16.8%	-25.9%
COc1ccc(-n2c(=O)c3c(c4cc(OC)ccc4n3C)n(CC(=O)NCC3CCCO3)c2=O)cc1 (centres undefined)	-3.0%	-8.8%	-2.7%	-9.6%	33.0%[activator]	nt	-6.7	-3.6%	21.7%
COc1ccccc1CC(=O)Nc1ccc2nc(N3CCC(C)CC3)cc(C)c2c1	-21.4%	4.8%	2.0%	5.4%	-3.1%	nt	-1.7	9.2%	6.1%
S=C1N(c2ccccc2)CN(CCN2CCOCC2)CN1c1ccccc1	1.3%	-16.9%	1.2%	-0.5%	-6.4%	-0.3%	3.0	8.6%	-7.2%
Fc1ccccc1Nc1nc(Cl)nc(Cl)n1	0.0%	-12.6%	-0.9%	3.0%	0.1%	2.5%	-2.5	7.4%	?
O=c1c(Cl)c(Cl)cnn1Cc1nnc(-c2ccccc2Br)o1	-22.5%	79.4µM*	39.8µM*	-16.9%	-11.4%	24.4%	3.5	9.0%	-35.6%
CCS(=O)(=O)c1ccc2c(c1)N(S(C)(=O)=O)CC(C(=O)NC1CC1)O2 (centres undefined)	0.0%	0.7%	27.8%	5.3%	-3.9%	-1.2%	-4.7	-0.7%	29.6%
COC(=O)c1ccc(NC(=S)NC2CCc3ccccc32)cc1 (centres undefined)	-8.7%	-23.9%	-2.5%	-6.0%	?	1.2%	-6.7	-7.4%	-20.7%
CCN(CC)C(=O)Cn1nnc2sc(-c3ccccc3)cc2c1=O	-6.5%	nt	3.8%	1.2%	5.3%	nt	-2.7	7.5%	0.4%
CCOC(=O)c1sc2nc(-c3cccnc3)ccc2c1N	-9.1%	-17.6%	?	-6.6%	-7.0%	0.8%	4.4	-0.1%	-32.7%
Cc1nc(-c2ccccc2)sc1C(N)=O	0.0%	-4.0%	-0.2%	1.3%	-1.6%	4.8%	-4.0	-5.3%	-5.7%

Record cards, as listed above.
Shown for `CCOc1cccc(NC(=O)CSc2sc3c(O)cc(=O)[nH]c3c2C#N)c1` = 12-LOX inh: -14.9%; POLH inh: -2.7%; POLB inh: -19.7%; POLK inh: 4.5%; Apoferritin bind: -0.6%; APE1 inh: 35.5%[activator]; LDHA inh: 0.6; ERG Ets-DNA blk: -6.1%; RGS4 inh: -28.2%
Shown for `COc1ccc(-n2c(=O)c3c(c4cc(OC)ccc4n3C)n(CC(=O)NCC3CCCO3)c2=O)cc1` (centres undefined) = 12-LOX inh: -3.0%; POLH inh: -8.8%; POLB inh: -2.7%; POLK inh: -9.6%; Apoferritin bind: 33.0%[activator]; APE1 inh: nt; LDHA inh: -6.7; ERG Ets-DNA blk: -3.6%; RGS4 inh: 21.7%
Shown for `Cc1ccc(NC(=O)CSCC(=O)N=c2sccn2C)cc1` = 12-LOX inh: -5.6%; POLH inh: -5.5%; POLB inh: nt; POLK inh: -9.6%; Apoferritin bind: nt; APE1 inh: 0.7%; LDHA inh: -4.2; ERG Ets-DNA blk: 6.2%; RGS4 inh: -5.3%

The listing continues:
SMILES	12-LOX inh	POLH inh	POLB inh	POLK inh	Apoferritin bind	APE1 inh	LDHA inh	ERG Ets-DNA blk	RGS4 inh
Cn1cccc1Cc1nnc(SCC(=O)N2CCOCC2)n1-c1ccc(F)cc1	5.1%[57.4 µM]	-8.5%	-15.6%	0.0%	-8.0%	-0.1%	-2.7	5.6%	-10.6%
COc1ccc(NC(=O)c2sc3nc4n(c(=O)c3c2C)CCC4)cc1Cl	5.2%	-12.4%	-11.7%	3.0%	-16.3%	nt	1.5	-2.0%	-7.9%
COc1ccccc1Nc1nc2ccc(C)cc2cc1C#N	0.6%	-16.5%	1.1%	0.2%	-9.0%	-1.8%	-1.5	-2.0%	-33.3%
CCOC(=O)N1CCN(C(=O)C2CCCN(c3ncnc4c3sc3cccc(F)c34)C2)CC1 (centres undefined)	4.4%	-22.9%	nt	-1.9%	nt	nt	-2.7	63.6%[activator]	19.7%
O=C(NCC1COc2ccccc2O1)Nc1ccccc1F (centres undefined)	0.0%	6.6%	12.3%	0.9%	-17.1%	-1.0%	1.1	3.8%	13.0%
CN(C(=O)c1ccccc1NC(=O)C(F)(F)F)c1ccccc1	-1.6%	2.3%	-1.3%	-16.5%	-6.9%	-3.5%	-0.3	-0.8%	-10.1%
C/C(=N/NC(=O)CNC(=O)c1cccnc1)c1ccc(Cl)c(Cl)c1	0.0%	-2.4%	17.2%	-0.4%	?	13.0%	-2.2	2.6%	-8.2%
CSc1nsc(SC)c1NC(=O)Nc1ccccc1C	-19.2%	5.7%	2.0%	-22.9%	0.1%	-2.0%	-8.8	-5.1%	?
CCCN1CCn2c3c(c4cc(Br)ccc42)CCCC31 (centres undefined)	?	-20.8%	-29.3%	-14.2%	-4.1%	42.8%	-13.6	-7.0%	4.9%
O=C(N/N=C/c1cccnc1)c1cccc(Cl)c1	-1.2%	-0.7%	35.3%	3.8%	4.3%	-6.2%	-2.8	-20.4%	7.0%
Cn1cc(S(=O)(=O)N2CCCCC2)cc1C(=O)N1CCN(c2ccc(F)cc2)CC1	2.7%	-7.3%	23.2%	-3.4%[60.1 µM]	7.7%	nt	-3.9	-1.7%	3.6%
CN1CCCN(Cc2ccccc2C(F)(F)F)CC1	?	-16.7%	?	-17.9%	-0.1%	-4.6%	-33.9*	-2.9%	27.2%
Cc1snc(S(=O)(=O)Cc2ccccc2Cl)c1C#N	0.0%	-0.6%	10.8%	4.5%	-11.9%	-2.0%	0.9	-2.4%	-10.5%
O=c1c2cc3c(nc2ncn1Cc1ccccc1F)CCCC3	5.5%	-11.0%	32.8%[activator]	-8.4%[60.1 µM]	-4.8%	nt	-5.4	15.8%	-9.8%
Cc1ccc(C(=O)N/C(=C\c2cccs2)c2nc3ccccc3[nH]2)cc1	-7.8%	-5.6%	6.5%	-11.1%	5.5%	6.9%	-6.6	-8.9%	7.8%
COc1ccc2c(c1)CCc1c-2n[nH]c1C(=O)O	?	-9.8%	3.7%	-11.2%	-3.0%	3.6%	-7.1	-4.6%	13.8%
CCCOc1ccc(N2C(=O)CC(N3CCN(CCN=CC4=C(O)CC(C)(C)CC4=O)CC3)C2=O)cc1 (centres undefined)	-3.3%	-17.1%	29.3%	0.1%	-4.4%	-2.8%	0.3	-5.1%	-10.2%
